GALR2 antag: blocks the human galanin receptor 2; O43603; GALR2-expressing cells, antagonist mode; inhibition, % at 4 µM; actives 0.39% (n = 140,000); in the data active = inhibition above about 27%;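 note: cells stimulated with galanin 1-16 at roughly its EC80; 0% = agonist challenge control and 100% = basal control without agonist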
Target sequence (O43603 whole entry, looked up): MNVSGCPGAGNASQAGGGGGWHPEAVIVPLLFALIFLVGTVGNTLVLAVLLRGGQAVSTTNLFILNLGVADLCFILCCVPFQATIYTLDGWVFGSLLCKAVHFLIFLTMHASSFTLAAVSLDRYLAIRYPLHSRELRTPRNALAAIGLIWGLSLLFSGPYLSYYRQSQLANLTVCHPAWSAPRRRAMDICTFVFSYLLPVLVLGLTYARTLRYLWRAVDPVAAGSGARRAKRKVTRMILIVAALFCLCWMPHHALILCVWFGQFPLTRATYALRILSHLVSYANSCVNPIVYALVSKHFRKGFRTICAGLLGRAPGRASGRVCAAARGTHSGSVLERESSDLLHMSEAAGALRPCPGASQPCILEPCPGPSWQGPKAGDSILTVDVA
Measles CPE: protection of cells from measles virus; Measles virus-infected cells, CPE protection, absorbance; protection (pct of control), % at 4 µM; actives 1.5% (n = 140,000); in the data active = protection mostly above about 24%, no sharp cut-off; inactive = mostly below about 26%; note: some compounds called inactive have numbers as strong as hits
NPY-Y2 antag: antagonists of human neuropeptide Y receptor Y2; NPY-Y2 expressing cells, antagonist mode; P49146; inhibition, % at 2.7 µM; actives 0.99% (n = 140,000); in the data active = inhibition above about 17%;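 note: 0% = vehicle with agonist challenge and 100% = reference antagonist with challenge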
Target sequence (P49146 whole entry, looked up): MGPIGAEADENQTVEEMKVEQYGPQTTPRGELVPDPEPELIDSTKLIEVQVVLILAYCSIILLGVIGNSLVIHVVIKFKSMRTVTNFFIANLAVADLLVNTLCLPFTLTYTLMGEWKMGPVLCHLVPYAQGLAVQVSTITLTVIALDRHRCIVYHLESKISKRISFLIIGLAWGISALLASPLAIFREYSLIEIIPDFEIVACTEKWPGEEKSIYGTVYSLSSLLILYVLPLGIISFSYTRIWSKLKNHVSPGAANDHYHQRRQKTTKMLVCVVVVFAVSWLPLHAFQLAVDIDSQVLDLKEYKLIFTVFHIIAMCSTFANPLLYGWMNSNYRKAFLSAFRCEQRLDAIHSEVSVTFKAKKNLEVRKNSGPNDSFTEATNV
E-sel TNF inh: blocks E-selectin expression induced by TNF alpha. HUVEC TNFa-induced E-selectin immunofluorescence, high content. AID 1246. actives 0.71% (n = 120,000). inhibition, % at 2 µM;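 active = inhibition above the batch mean plus 3 SD, and confirmed as a hit on visual image review, cut at about 43% in these data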;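 note: 0% = TNF-stimulated DMSO wells and 100% = unstimulated control wells; not every result past the cut was called active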
HCT116 bCat-KO: beta-catenin-lacking colon tumor cell growth suppression; HCT116 beta-catenin knockout viability, CellTiter-Glo, 60 h; active compounds read low; viability, % at 10 µM; actives 1.5% (n = 140,000); AID 818;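 active = viability at or under a set limit, the compound median less 4 SD, cut at about 6% in these data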;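 note: 0% = Hyamine 1622 control at 20 µM and 100% = untreated cell control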
Phagocytosis inh: inhibitors of macrophage phagocytosis | actives 0.07% (n = 110,000) | J774A.1 macrophage IgG-bead phagocytosis, imaging | inhibition, % at 5 µM;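 active = inhibition above the mean of the plate negative controls plus 5 SD, cut at about 13% in these data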;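 note: phagocytic index as fraction of beads internalized from green versus red external bead signal; plate controls were DMSO negative control for no effect and cytochalasin-D positive control for full effect; some results beyond the cut were filed as inactive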
PTEN del growth: growth suppressors of cells with PTEN tumor suppressor deletion; HCT116 PTEN-null viability, CellTiter-Glo, 60 h; active compounds read low; viability, % at 10 µM; actives 1.2% (n = 140,000);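 active = viability at or below a set limit, 4 SD under the median of all tested compounds, cut at about 3.7% in these data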;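 note: PTEN knockout HCT116 line with beta catenin targeted HCT116 as companion control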
Yeast life ext: extends the lifespan of yeast; S. cerevisiae growth with nicotinamide, OD615; deaD strain in restrictive glucose medium; inhibition of the nicotinamide effect, % at 10 µM; actives 0.68% (n = 130,000); AID 775;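 active = inhibition above a set limit, placed 3 SD over the median of all compounds, cut at about 26% in these data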;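 note: 0% = nicotinamide-treated wells and 100% = cells grown without nicotinamide; some compounds called inactive have numbers as strong as hits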
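assay system = DeaD-strain S. cerevisiae | measured by = absorbance at 615 nm | probe or stimulus = nicotinamide 1.5 mM | buffer or medium = CSMM-D glucose medium, restrictive | times = 48 h at 30 °C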
BB579 growth dn: yeast BB579 growth reduction in restrictive medium; AID 804; inhibition, % at 10 µM; actives 0.51% (n = 140,000); S. cerevisiae BB579 growth, OD615, 48 h;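 active = inhibition above a set limit, 3 SD over the mean compound inhibition, cut at about 44% in these data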; note: inactives centre near -24
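System: DeaD yeast strain BB579; buffer or medium: CSMM-D dextrose restrictive medium; technique: OD at 615 nm; schedule: 4 h cell preincubation, 48 h compound exposure, 30 °C humidified; doses: single 10 µM dose; controls: amphotericin B 10 µg/mL, positive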
MRP-1 activ: activators of MRP-1; actives 0.61% (n = 140,000); H69AR cells + doxorubicin, viability rescue, CellTiter-Glo; AID 799; viability increase, % at 10 µM;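 active = viability gain under doxorubicin at or above a set limit, the compound median plus 3 SD, cut at about 4.7% in these data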;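 note: MRP-1 overexpressing cells given doxorubicin 25 µM after compound pretreatment; 18-22 h compound pretreatment then 72 h with doxorubicin before readout; 0% = doxorubicin-only wells and 100% = vehicle-treated cells without doxorubicin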
* = called active by the depositor; / = no result given.

Below each SMILES: BB579 growth dn	Yeast life ext	PTEN del growth	MRP-1 activ	GALR2 antag	E-sel TNF inh	Phagocytosis inh	HCT116 bCat-KO	NPY-Y2 antag	Measles CPE
> CC1CC(C)CN(C(=O)c2ccc3c(c2)N(Cc2ccccc2)CCS3)C1 (stereo not given)
→ 4.4	4.7	52.2	0.2	-5.0	10.0	/	61.1	14.0	21.6
> COc1ccc(-c2nc(CS(=O)CC(=O)NCCCN3CC(C)CC(C)C3)c(C)o2)cc1OC (stereo not given)
→ -31.4	-16.3	94.2	-2.6	4.7	/	/	77.8	1.0	2.5
> Cc1ccc(N2CN=C(c3ccccc3)NC2=S)cc1
→ -22.6	-12.8	70.0	-3.8	4.9	-3.5	0.5	79.1	6.1	4.3
> C=C(C)c1cccc(C(C)(C)NC(=O)NCc2ccc(OC)c(OC)c2)c1
→ -10.7	-20.3	82.1	-1.9	-4.8	-63.9	/	89.8	2.8	19.4
> CCOC(=O)c1cc(C)n(-c2ccc(OC)c(OC)c2)c1C
→ -32.0	-8.1	104.4	-0.8	7.3	-64.5	-0.6	97.0	2.7	5.2
> N#Cc1ccc(C(=O)Nc2ccc(S(=O)(=O)NC3=NCCCCC3)cc2)cc1
→ -35.0	-4.1	76.8	-0.8	3.3	11.0	-0.8	70.5	1.6	7.9
> CCN=C1SC(CC(=O)Nc2ccccc2OCC)C(=O)N1CC (stereo not given)
→ -32.0	1.6	103.0	1.3	-3.9	5.6	-1.4	102.5	3.9	12.8
> c1ccc2nc3c(nc2c1)c1ccccc1n3CCN1CCOCC1
→ 24.6	-19.1	48.6	0.6	-11.6	9.9	0.4	47.0	7.3	17.5
> COc1ccc(C(=O)Nc2cc(C(F)(F)F)ccc2Cl)cc1OC
→ -9.0	-6.5	97.2	-1.2	-3.2	-3.4	/	100.9	1.6	12.9
> Cc1cc2c(ncn2C)c(NS(=O)(=O)c2ccccc2Cl)c1C
→ -24.7	-5.9	99.6	-0.9	-5.8	28.7	-0.2	88.3	1.2	18.1
> N#Cc1nc(-c2ccc(OCc3ccccc3)cc2)oc1NCc1cccnc1
→ -48.0	-23.1	67.4	-3.1	-14.6	/	-0.7	70.5	1.1	5.1
> Cc1ccc(C)c(NC(=O)c2oc(=O)c3ccccc3c2-c2ccccc2)c1
→ -11.1	0.4	62.8	-2.1	-2.9	28.0	-3.5	64.0	4.6	3.0
> COC(=O)c1ccc(-c2ccco2)n1Cc1ccccc1Cl
→ -11.1	-11.8	87.2	-0.1	-0.3	3.8	-1.7	91.3	9.8	10.6
> CC(C)CN(C(=O)COC(=O)CCN1C(=O)c2ccccc2C1=O)C1CCS(=O)(=O)C1 (stereo not given)
→ 10.7	-9.0	94.9	-0.4	7.8	13.1	0.3	96.8	4.2	4.8
> CCOc1ccc(C(=O)NC(=S)NCc2cccnc2)cc1
→ 17.2	-2.9	98.2	-2.2	-9.9	5.9	-4.7	92.4	-2.3	4.0
> CCOC(=O)C1CCN(C(=O)Cc2ccc(C)cc2)CC1
→ -93.7	-3.9	101.0	-0.1	0.3	10.7	-0.7	102.5	2.9	1.6
> CCC(C)NC(=O)C1CCN(c2nc(OC)nc(OC)n2)CC1 (stereo not given)
→ -1.1	/	100.6	-2.9	-3.4	28.9	/	89.1	1.0	7.3
> CCOC(=O)C1=C(c2ccccc2)OC(N)=C(C#N)C1c1ccco1 (stereo not given)
→ -53.0	-6.9	86.2	-2.5	-2.9	-7.8	-0.9	88.7	1.9	40.0
> Cc1ccc(-n2nnc3c(=O)n(CC(=O)N4CCOCC4)cnc32)cc1
→ -4.7	-2.0	97.9	-1.0	13.7	/	-0.8	79.1	0.1	1.6
> CN1CC(=O)NC1=NC(=O)c1ccc(Cl)c(S(=O)(=O)N2CCCCCC2)c1
→ 2.4	-16.7	63.7	-2.1	-6.2	-2.8	-1.0	76.2	1.1	17.1
> COC(=O)N/N=C/c1cn(CC(C)COc2ccccc2)c2ccccc12 (stereo not given)
→ 0.0	-3.8	35.9	-2.2	5.1	/	1.1	33.0	0.4	13.1
> Fc1ccccc1CN1CCCCCCC1
→ -19.3	-10.2	94.3	-0.9	-8.0	10.8	-0.1	98.8	2.0	18.4
> Cc1nnc(SCC(=O)Nc2ccc(N3CCOCC3)cc2)n1-c1ccccc1
→ -24.7	5.5	86.4	-2.7	6.8	13.3	0.5	101.7	-0.6	46.7
> Cc1cccc(CSc2nnc(-c3ccco3)n2C)c1
→ -60.5	-10.6	103.4	-1.1	-6.0	-9.5	-0.1	92.2	-1.1	5.1
> CCOC(=O)C1CCN(C(=O)c2cn(CCOC)c(=O)c3c2c2ccccc2n3C)CC1
→ -21.6	-9.5	97.4	0.1	2.0	-41.2	0.4	103.3	-1.3	8.4
> Cn1c(CN2CCN(c3cccc(Cl)c3)CC2)nc2ccccc21
→ -28.3	/	86.2	-6.3	9.8	15.4	/	90.8	1.3	9.9
> Cc1cc(C(=O)c2cccs2)c(N)s1
→ -37.0	-19.9	96.1	-4.5	-1.5	-5.7	/	94.3	0.8	11.9
> Cc1ccc(C(=O)N/C(=C\c2ccc(-c3cccc([N+](=O)[O-])c3)o2)C(=O)NC(C)(C)C)cc1
→ -24.0	5.1	63.5	-4.8	-10.8	/	-0.5	75.7	2.2	21.5
> COc1nc(NCc2ccco2)nc(N2CCC(C)CC2)n1
→ -11.3	-11.3	52.5	-0.8	2.6	/	-0.4	61.6	5.8	3.6
> O=C(C1CCC(CNc2c(N3CCCCC3)c(=O)c2=O)CC1)N1CCCCC1 (stereo not given)
→ -0.2	-11.7	100.8	-1.8	/	/	-0.3	98.4	/	13.8
> O=S1(=O)N=C(Nc2nncs2)c2ccccc21
→ -20.4	-31.8	97.2	-1.6	5.3	-8.8	-0.7	97.8	-1.0	5.8
> COc1ccc(-c2nnc(N3CCC(C)CC3)c3ccccc23)cc1
→ -32.3	0.0	82.3	-4.4	6.5	-13.0	/	94.2	3.7	5.0
> CC1(C)Cc2noc(N)c2C(C)(C)N1OC(=O)c1cccs1
→ -35.6	-5.8	96.6	-1.3	-1.3	7.5	0.6	104.0	1.7	31.5
> Cc1[nH]c2ccc(OC(=O)N3CCOCC3)cc2c1C(=O)OC(C)C
→ -1.2	-3.9	72.0	-0.1	1.1	3.5	-0.1	65.1	7.0	2.0
> COc1ccc(N(Cc2ccccc2)S(=O)(=O)c2cccc(C(=O)NC3=NCCS3)c2)cc1
→ -40.5	-3.8	57.7	-1.9	7.2	-36.8	/	69.6	-0.7	16.5
> CCOC(=O)C1CCCN(C(=O)Cn2nc(Cc3cccnc3)c3ccccc3c2=O)C1 (stereo not given)
→ -18.6	-10.7	94.4	-1.5	7.8	-0.7	1.9	94.6	1.5	2.1
> CCOC(=O)c1cnc(SCC(=O)Nc2cc(OC)cc(OC)c2)nc1N
→ -35.0	1.1	85.4	-2.6	5.8	-19.1	2.1	80.0	0.9	13.2
> c1coc(-c2nc3nc4ccccc4nc3n2CC2CCCO2)c1 (stereo not given)
→ -41.1	-9.8	82.3	-3.6	5.2	-1.4	0.4	96.1	0.5	18.3
> O=C(Nc1nc2ccc(F)cc2s1)C1CCCO1 (stereo not given)
→ -27.0	-15.7	82.7	2.5	-6.7	-12.0	/	87.6	0.0	6.1
> CCC(=O)N1CCc2cc(OC)c(OC)cc2C1COc1ccc(C(=O)OC)cc1 (stereo not given)
→ -28.1	-10.7	82.2	0.7	-4.1	5.3	-5.3	84.8	5.6	4.0
> C/C(=N\NC(=O)Cc1cc(=O)[nH][nH]1)c1cccc([N+](=O)[O-])c1
→ -15.4	1.3	91.4	-0.6	-7.3	-7.5	-0.8	93.3	1.5	5.5
> CC1CCCC(NC(=O)CC2Nc3ccccc3NC2=O)C1C (stereo not given)
→ -15.3	-21.7	103.3	1.3	-0.8	/	/	100.0	1.4	8.8
> CC(C)C(NC(=O)C(c1ccccc1)c1ccccc1)c1nc2ccccc2[nH]1 (stereo not given)
→ -11.2	-6.6	38.2	-1.7	-6.7	-10.6	-1.7	63.9	15.3	6.1
> Cc1nc2c3cnn(-c4ccc(C)c(C)c4)c3ncn2n1
→ -45.6	-34.7	87.5	0.6	-11.2	13.9	2.7	104.2	-1.9	9.3
> C/C(=N\NC(=O)CN(c1ccccc1Br)S(C)(=O)=O)c1ccc2c(c1)OCCO2
→ -33.2	-1.7	109.2	-1.3	3.0	65.8*	-1.3	94.3	2.0	4.8
> CC(CN1CCN(C)CC1)OC(=O)c1ccc(Cl)cc1 (stereo not given)
→ -20.2	-4.4	95.9	-1.7	-2.5	/	0.8	86.6	0.9	19.2
> O=C1CC(C(F)(F)C(F)(F)C(F)(F)C(F)(F)F)=Nc2ccccc2N1
→ -38.7	-11.5	77.7	-1.1	12.1	13.8	-0.7	86.0	2.5	6.5
> Cc1ccc(C(=O)CSC2=NC(N)=C(C#N)C3(CCCCC3)C2C(N)=O)cc1 (stereo not given)
→ -33.0	-2.0	89.2	-4.8	4.5	-12.0	-1.2	93.7	1.8	3.4
> O=C(/C=C/c1ccc(Cl)cc1)N(Cc1ccccc1)C1CCS(=O)(=O)C1 (stereo not given)
→ -6.6	-1.1	86.7	0.1	-3.4	/	-11.7	87.3	2.0	0.8
> O=C(NCCCN1CCOCC1)c1ccccc1NS(=O)(=O)c1cc([N+](=O)[O-])ccc1Cl
→ 8.9	1.3	91.5	-0.9	2.6	-24.4	-1.3	99.0	3.4	4.0
> Cc1ccc(C(=O)OCCc2c(C)[nH]n(-c3ccccc3)c2=O)cc1
→ -24.3	-7.8	87.5	-1.6	-5.5	17.3	/	84.4	4.5	7.6
> Cc1ccc(NC(=O)CN2CCc3ccccc3C2)cc1
→ -26.0	-3.1	103.9	-0.8	-7.0	10.2	-0.4	88.3	7.7	19.2
> CN1CCN(S(=O)(=O)c2cccc(C(=O)NC3CCCc4ccccc43)c2)CC1 (stereo not given)
→ -44.5	-4.3	83.4	-1.6	6.0	-57.0	0.4	78.0	-0.7	5.4
> Cc1cccc(NC(=O)CSc2nnc(CNC(=O)c3ccc(S(=O)(=O)N(C)C)cc3)n2-c2ccccc2)c1
→ -26.7	5.7	88.8	-1.2	11.4	/	0.1	86.5	-3.0	1.9
> C=CCN1C(=O)CN=C1Nc1cc(C)ccc1C
→ -63.0	-3.5	101.6	-1.1	4.9	/	-1.0	91.2	1.2	3.7
> Cc1c(Br)c([N+](=O)[O-])nn1CC(=O)Nc1ccc(Cc2ccncc2)cc1
→ -73.8	-7.0	85.6	-1.1	4.9	6.7	-1.2	79.2	0.8	4.7

Three structures from above, sorted by number of heavy atoms, lowest first:
Below each SMILES: BB579 growth dn	Yeast life ext	PTEN del growth	MRP-1 activ	GALR2 antag	E-sel TNF inh	Phagocytosis inh	HCT116 bCat-KO	NPY-Y2 antag	Measles CPE
> CC1(C)Cc2noc(N)c2C(C)(C)N1OC(=O)c1cccs1
→ -35.6	-5.8	96.6	-1.3	-1.3	7.5	0.6	104.0	1.7	31.5
> CN1CCN(S(=O)(=O)c2cccc(C(=O)NC3CCCc4ccccc43)c2)CC1 (stereo not given)
→ -44.5	-4.3	83.4	-1.6	6.0	-57.0	0.4	78.0	-0.7	5.4
> O=C(NCCCN1CCOCC1)c1ccccc1NS(=O)(=O)c1cc([N+](=O)[O-])ccc1Cl
→ 8.9	1.3	91.5	-0.9	2.6	-24.4	-1.3	99.0	3.4	4.0
